CaV13 FRET inh: Disruptors of the CACNA1D IQ motif to Ca2+-dependent inactivation inhibitor domain association, primary screening, Förster resonance energy transfer in intact living … | HEK cells, CFP/YFP FRET ICDI-IQ, plate reader, 10 min; percent FRET-ratio fall versus neutral wells | inhibition, % at 12.3 µM | 340,000 tested, 0.098% active;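 active = mean replicate inhibition of at least 30% and at least 1% of replicates passing that level; inconclusive = only one of the two criteria is met; inactive = neither criterion is met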;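 note: 0% = median of the neutral control wells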
Glyco luc inh: blocks N-linked glycosylation in D54 reporter cells. D54 ERlucT glycosylation luciferase reporter, 24 h; percent of 100 nM tunicamycin response. reporter increase, % at 12.5 µM. 360,000 tested, 0.23% active;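 active = mean luciferase reporter signal, scaled so untreated is 0 and the glycosylation-blocking control 100, at or above a set limit in every replicate; inconclusive = mean reaches the limit but not every replicate does; inactive = mean below the limit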;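 note: luciferase carries N-glycosylation sites so blocking glycosylation raises the light; 0% = median of neutral control wells and 100% = median of 100 nM tunicamycin wells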
Vif inh: inhibitors of HIV Vif. HEK293T cells, Vif self-association by quenched fluorescence, imaging, 24 h. inhibition, % at 7.49 µM. 340,000 tested, 0.35% active; in the data active = inhibition above about 50%, passing the limit was not always enough; inconclusive = no clear call, values can overlap the other calls; inactive = below about 31%; note: some results filed as inactive read as strong as hits
MC4R barr agon: activates human MC4R beta-arrestin recruitment; activation, % at 8.9 µM; 360,000 tested, 0.98% active; P32245; U2OS MC4R beta-arrestin complementation, luminescence; percent of melanotan II response, DMSO zero;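 active = activation above a per-plate cutoff, the mean activation of sample wells on that plate plus 3 SD, cut at about 8% in these data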
HTR2A ag: activates the mouse 5-HT2A serotonin receptor; 360,000 tested, 0.66% active; CHO-K1 mHTR2A beta-arrestin complementation, luminescence; percent of 30 µM serotonin response; AID 624169; activation, % at 7.6 µM;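 active = activation above a run cutoff, the mean activation of all tested compounds plus 3 SD, cut at about 14% in these data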;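 note: 0% = plate median of compound wells and 100% = 30 µM serotonin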
ABCB6 inh 2: inhibitors of human ABC transporter ABCB6. fluorescence ratio to DMSO, % at 10 µM. K562-ABCB6 porphyrin accumulation, flow cytometry, 1 h; active compounds read low. 360,000 tested, 0.19% active. AID 602162;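 active = fluorescence ratio to DMSO below 75%, the collection mean minus 3 SD; inconclusive = too few cells collected in the well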;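 note: signal is porphyrin accumulated inside mitochondria; 100% equals median channel fluorescence of DMSO control wells; lower ratio means ABCB6 inhibition with less porphyrin fluorescence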
Target sequence (Q9NP58 whole entry, looked up): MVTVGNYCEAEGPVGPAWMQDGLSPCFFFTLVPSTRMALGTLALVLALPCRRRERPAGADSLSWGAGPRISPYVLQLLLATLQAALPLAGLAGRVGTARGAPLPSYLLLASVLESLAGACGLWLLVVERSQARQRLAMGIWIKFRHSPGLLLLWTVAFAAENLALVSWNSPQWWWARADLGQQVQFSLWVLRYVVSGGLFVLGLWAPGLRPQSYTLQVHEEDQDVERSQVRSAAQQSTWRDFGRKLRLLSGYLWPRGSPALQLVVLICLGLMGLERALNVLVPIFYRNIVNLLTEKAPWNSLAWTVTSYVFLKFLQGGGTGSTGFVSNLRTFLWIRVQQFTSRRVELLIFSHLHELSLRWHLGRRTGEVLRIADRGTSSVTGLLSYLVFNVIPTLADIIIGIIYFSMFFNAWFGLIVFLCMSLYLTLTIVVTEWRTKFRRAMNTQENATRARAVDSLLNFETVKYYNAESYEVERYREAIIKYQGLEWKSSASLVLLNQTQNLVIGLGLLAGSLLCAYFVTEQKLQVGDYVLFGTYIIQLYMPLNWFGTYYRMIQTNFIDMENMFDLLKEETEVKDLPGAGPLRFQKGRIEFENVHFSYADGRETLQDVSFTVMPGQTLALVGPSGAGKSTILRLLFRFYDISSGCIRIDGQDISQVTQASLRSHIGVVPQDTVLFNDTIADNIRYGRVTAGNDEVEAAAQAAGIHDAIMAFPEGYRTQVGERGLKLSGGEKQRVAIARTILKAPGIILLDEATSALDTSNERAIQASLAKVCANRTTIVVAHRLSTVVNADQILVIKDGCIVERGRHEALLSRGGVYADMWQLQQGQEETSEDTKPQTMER
Cardio protect: protects H9c2 cardiomyocytes from peroxide injury; 360,000 tested, 0.63% active; H2O2 injury protection, ATPLite, 2 h; AID 588492; protection from H2O2 cell death, % at 20 µM;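 active = compounds giving at least 50% protection of heart cells from peroxide-induced death in the single-dose screen, raw or plate-pattern-corrected value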;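 note: 0% = DMSO wells with peroxide and 100% = DMSO wells without peroxide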
MC4R antag cAMP: human MC4R antagonism in cAMP assay | MC4R-expressing cells, MTII-stimulated cAMP, LANCE TR-FRET | inhibition, % at 6.5 µM | P32245 | 360,000 tested, 0.48% active | AID 540295;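 active = inhibition above its plate's cutoff, the mean of tested wells on that plate plus 3 SD, cut at about 29% in these data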;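 note: 0% = Melanotan II alone and 100% = Melanotan II plus saturating MCL0020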
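System: U2OS-MC4R stable cell line; Technique: Eu-cAMP/anti-cAMP TR-FRET, emission 671 nm; Repeats: single well per compound; Also added: Melanotan II; Dosing: one concentration, 6.5 µM nominal; Schedule: 30-min compound, 1-h challenge, 1-h detection, room temperature.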
PDI turbidity: PDI (human) enzyme inhibition. 350,000 tested, 0.052% active. inhibition, % at 10 µM. P07237. PDI insulin aggregation turbidity, A650, 90 min;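 active = mean inhibition across replicates of 30% or more, whatever share of single replicates reach that level; inconclusive = mean inhibition below 30% while every single replicate reaches 30%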;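 note: absorbance from insulin aggregation driven by PDI reduction with DTT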
aDG glyco up: alpha-DG glycosylation activation | 360,000 tested, 0.22% active | AID 624168 | Pro5-aDG cells, alpha-DG glycosylation AlphaScreen (IIH6); 0% Pro5, 100% B10-LARGE cell signal | activation, % at 10 µM;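 active = activation of at least 8% versus controls, or a plate z-score of at least 8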;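 note: Pro5 are CHO cells carrying HIG-tagged alpha-DG that lacks glycosylation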
An asterisk follows results filed as active; ? = inconclusive; . = no result given.

SMILES	CaV13 FRET inh	Glyco luc inh	Vif inh	MC4R barr agon	HTR2A ag	ABCB6 inh 2	Cardio protect	MC4R antag cAMP	PDI turbidity	aDG glyco up
C/C(=N\NC(=O)CNc1ccc(F)cc1)c1cc2ccccc2o1	-4.4	-0.3	-3.4	-1.1	2.7	112.0	-2.5	-4.4	-1.9	-0.4
CCOC(=O)C(C)N1N=C(/C=C/c2ccc(C)cc2)CCC1=O (configuration not stated)	-6.0	1.3	-14.0	-0.7	-2.1	91.0	3.1	-9.0	10.7	-0.2
CS(=O)(=O)N(Cc1ccccc1)c1ccc(C(=O)Nc2ccc3c(c2)OCO3)cc1	-3.4	-0.7	-0.8	1.8	4.6	94.0	-5.2	2.9	2.1	0.5
CCOc1cc(C#N)ccc1OCC(=O)N1CCc2ccccc2C1	-2.1	-1.2	-3.0	-1.1	7.8	99.0	2.1	4.4	-0.1	0.0
Cc1ccc(Nc2cc(C)nn2-c2nc(C)cc(=O)[nH]2)cc1	.	-17.8	-2.8	-3.4	-12.1	95.0	41.3	13.3	0.0	-0.4
COc1ccc(NC(=O)c2ccc(COc3ccccc3)o2)cc1	-6.3	-2.0	-16.7	0.1	3.2	101.0	-7.2	-1.4	13.3	0.1
CCOc1ccc(N2CC(C(=O)Nc3cccc(S(=O)(=O)N4CCCCC4)c3)CC2=O)cc1 (configuration not stated)	-2.9	1.4	-4.7	-3.0	-5.0	101.0	-3.6	-0.1	-1.2	0.9
CCC(Sc1ccc2nnc(-c3ccc(OC)c(OC)c3)n2n1)C(=O)O (configuration not stated)	-8.2	0.6	-4.2	-0.5	3.0	96.0	2.2	8.0	2.5	-0.1
C/C(CC(=O)NCc1ccco1)=N\NC(=O)CC#N	-15.9	0.2	1.6	-1.0	1.9	108.0	-0.8	-2.4	12.3	0.1
Cc1ccc(CNC(=O)c2ccc(CS(=O)Cc3cccc(Cl)c3)o2)cc1 (configuration not stated)	-2.0	0.1	-4.4	1.2	-0.8	102.0	-0.4	5.7	-10.2	-0.1
CCc1ccccc1NC(=O)N1CCCc2ccccc21	-5.5	-4.3	4.2	-4.3	-2.7	106.0	2.7	9.7	-5.5	0.1
CC(C)C1N(C(=O)N2CCOCC2)CCN1S(=O)(=O)c1ccccc1 (configuration not stated)	-2.4	0.9	18.6	-0.5	-0.9	100.0	6.0	11.7	-0.9	-0.1

3 of the entries above in order of the Glyco luc inh value, lowest first.
compound	Glyco luc inh
CCOc1cc(C#N)ccc1OCC(=O)N1CCc2ccccc2C1	-1.2
C/C(CC(=O)NCc1ccco1)=N\NC(=O)CC#N	0.2
CC(C)C1N(C(=O)N2CCOCC2)CCN1S(=O)(=O)c1ccccc1 (configuration not stated)	0.9

Other entries
SMILES	CaV13 FRET inh	Glyco luc inh	Vif inh	MC4R barr agon	HTR2A ag	ABCB6 inh 2	Cardio protect	MC4R antag cAMP	PDI turbidity	aDG glyco up
CN(C/C=C/c1ccccc1)Cc1cccc2ccccc12	-4.3	0.4	-3.1	2.9	-4.4	98.0	-25.8	2.0	-0.8	-0.4
CCOC(=O)N1CCN(CC(O)COCCC23CC4CC(CC(C4)C2)C3)CC1 (configuration not stated)	-0.1	-0.3	-3.8	0.6	3.5	106.0	-13.1	2.9	-2.5	-0.1
O=C(Nc1ccc2c(c1)OCO2)Nc1ccc(Cl)cc1Cl	-4.8	0.1	-7.6	0.9	-3.2	101.0	-5.7	-0.1	-4.2	-0.1
COc1ccccc1/C=C/CN1CCC(Oc2ccc(C(=O)N3CCCC3)cc2)CC1	-5.0	0.0	0.5	-1.4	-11.1	93.0	-3.2	2.2	10.2	0.8
O=C(NC1CCCC1)c1cc(-c2ccc(Cl)cc2Cl)on1	-4.1	-8.5	16.0	8.0	2.9	172.0	-4.7	14.1	7.8	0.0
COCc1cccc(-c2csc(C(O)c3cccc(OC)c3)n2)c1 (configuration not stated)	-9.1	0.0	-2.0	0.1	-1.8	95.0	-14.6	9.4	-9.1	-0.2
COC(=O)[C@H](C)NC(=O)c1cc2c(cn1)[nH]c1ccccc12	-3.0	0.0	-1.9	-0.3	6.7	180.0	-2.1	-5.8	15.1	0.0
COc1ccccc1NC(=O)NCCc1c[nH]c2ccccc12	8.3	0.1	-1.9	-1.4	-4.9	90.0	-6.3	3.3	-0.1	0.1
Cc1cc(F)ccc1NC(=O)c1cc(S(=O)(=O)N2CCc3ccccc32)cn1C	-9.8	-0.6	9.6	-0.4	-4.7	97.0	-10.9	6.2	.	0.2
COc1cc(NC(=O)Nc2cc(C)on2)cc(OC)c1OC	-2.8	4.7	-4.6	-0.5	-1.1	105.0	-3.3	4.6	2.3	0.0
CC(=O)Nc1cc(-c2cccc(NS(C)(=O)=O)c2)cn2c(-c3cccc(C(C)=O)c3)cnc12	-5.1	6.3	.	1.8	6.7	91.0	78.1*	17.2	-0.6	-0.4
COc1cccc(C(c2nnnn2CCc2ccccc2)N2CCN(c3ccccc3)CC2)c1OC (configuration not stated)	-3.9	-9.5	.	-3.2	-5.7	89.0	4.6	1.5	1.2	-0.2
CCc1ccccc1NC(=S)N(Cc1cccs1)C1CCCC1	-3.1	0.6	-0.7	-3.0	-0.1	96.0	-4.5	17.0	-0.5	0.0
CCOc1cc(NC(=S)Nc2cccc(OC)c2)c(OCC)cc1NC(=O)C1CC1	-4.0	-0.3	-5.0	-1.4	-2.2	100.0	9.1	-7.6	24.3	2.0
Cc1ccc(S(=O)(=O)N(CC(=O)N2CCCCCC2)c2ccccc2)cc1	-8.2	-1.8	-11.1	0.7	1.8	92.0	-3.8	0.6	-18.3	-0.2
Cc1ccc2nc3c(cc(C(=O)NCCc4ccccc4)c(=N)n3CCN3CCOCC3)c(=O)n2c1	.	4.1	12.9	-1.3	-2.7	92.0	1.4	-1.5	-5.0	0.5
Cc1c(Cl)cccc1NC(=O)CCN1CCCC(C)C1 (configuration not stated)	.	-0.5	-3.6	1.3	0.1	104.0	1.3	16.4	23.7	0.0
Cc1ccc(S(=O)(=O)Nc2ccccc2F)cc1C(=O)N1CCN(c2ccccc2O)CC1	-6.0	-0.8	-4.1	-2.8	-3.4	97.0	-5.3	4.5	9.7	0.0
O=C1NCCCC1C(=O)N/N=C/c1cc([N+](=O)[O-])ccc1O (configuration not stated)	-13.7	1.4	-1.8	-4.3	-13.4	103.0	12.9	13.2	5.3	-0.1
CCN(CC)C(=O)c1sc2nc(-c3cccs3)cc(-c3ccc(Cl)cc3)c2c1N	.	-1.5	?	-1.2	-5.0	172.0	8.9	15.3	-0.1	0.7
O=C(NCc1cccnc1)Nc1ccc2c(c1)OCO2	-4.2	0.5	5.2	-3.0	2.2	99.0	0.9	2.5	2.3	0.0
COC(=O)N/N=C(\C)c1ccc(C)c([N+](=O)[O-])c1	-5.8	3.3	-15.0	0.7	0.1	112.0	-0.1	-0.2	4.6	-0.2
CC(C)Nc1nc(Nc2ccc(C(N)=O)cc2)c2sccc2n1	-6.3	8.5	-5.9	-2.3	10.6	96.0	4.4	-8.1	2.6	0.2
COc1ccccc1OCCn1cc(/C=N/NC(=O)c2ccncc2)c2ccccc21	-2.1	0.4	-1.6	1.6	-7.7	99.0	41.8	5.8	-0.5	0.1
O=c1c2ccccc2oc2cc(C#Cc3ccccn3)ccc12	-11.6	-16.2	-6.1	0.6	14.2	97.0	-11.4	7.8	10.1	0.2
Cc1ccc(OCC(=O)NC(=S)Nc2cccc(NC(=O)c3ccc(Cl)cc3Cl)c2)cc1	-3.8	-1.7	3.3	22.2*	-0.3	101.0	4.7	-4.3	4.6	0.0
NC(=O)C1CCN(C2CC(=O)N(Cc3ccc(N4CCCC4=O)cc3)C2=O)CC1 (configuration not stated)	-2.4	1.5	19.9	-2.7	-2.3	101.0	-1.9	6.2	5.5	0.0
CCOCCCNC(=S)NCCNc1nc2ccc(C)cc2cc1C#N	?	3.9	-0.7	-1.2	9.7	102.0	-0.5	-1.8	-12.1	1.0
COc1ccc(CCCc2nnc(SCC(=O)Nc3ncc(C)s3)o2)cc1	-4.9	-1.3	13.8	1.3	-6.4	106.0	-1.0	-1.1	10.3	0.0
CCOc1ccc(S(=O)(=O)NCCC(=O)N2CC(C)CC(C)C2)cc1 (configuration not stated)	-5.2	-0.6	-6.0	1.0	4.0	100.0	-4.0	3.1	-1.0	1.1
CC(C)(C)NC(=O)Cn1nnc(-c2ccccc2Cl)n1	-4.7	1.9	32.4	-1.8	-2.4	101.0	-6.1	0.8	-2.8	0.1
O=C1N2CCCCC1(Sc1ccccc1)CCC2 (configuration not stated)	-5.7	.	.	.	0.8	98.0	.	.	.	0.2
Nc1ncnc2c1nc(SCCO)n2Cc1ccccc1	-2.4	-2.1	-10.8	-3.5	0.6	94.0	12.9	-0.3	-1.1	0.7
COc1cc(C(=O)OCC(=O)NC(=O)NC2CCCCC2)cc(Cl)c1OC	-5.8	1.4	8.2	3.6	6.0	103.0	-2.1	2.5	-0.5	0.0
CCOC(=O)N(C)c1c(CC)nc2c(OCCC3CCCCC3)cccn12	-6.6	0.2	2.8	-0.3	-6.6	97.0	-6.2	5.1	2.1	1.2
CCOc1ccc(OCCOCCOc2ccccc2Cl)cc1	-5.5	-0.1	-5.9	-2.1	-1.5	102.0	-5.8	6.8	4.1	0.1

Single records, as listed above.
`NC(=O)C1CCN(C2CC(=O)N(Cc3ccc(N4CCCC4=O)cc3)C2=O)CC1` (configuration not stated) is listed with CaV13 FRET inh: -2.4; Glyco luc inh: 1.5; Vif inh: 19.9; MC4R barr agon: -2.7; HTR2A ag: -2.3; ABCB6 inh 2: 101.0; Cardio protect: -1.9; MC4R antag cAMP: 6.2; PDI turbidity: 5.5; aDG glyco up: 0.0
`CCOc1ccc(OCCOCCOc2ccccc2Cl)cc1` is listed with CaV13 FRET inh: -5.5; Glyco luc inh: -0.1; Vif inh: -5.9; MC4R barr agon: -2.1; HTR2A ag: -1.5; ABCB6 inh 2: 102.0; Cardio protect: -5.8; MC4R antag cAMP: 6.8; PDI turbidity: 4.1; aDG glyco up: 0.1

Other records:
SMILES	CaV13 FRET inh	Glyco luc inh	Vif inh	MC4R barr agon	HTR2A ag	ABCB6 inh 2	Cardio protect	MC4R antag cAMP	PDI turbidity	aDG glyco up
COc1cccc(-n2ccnc2SCC(=O)Nc2nccs2)c1	.	0.3	4.4	-2.6	-1.9	94.0	-0.1	-3.4	-0.7	0.1
COc1ccc([C@H]2CC(=O)C=C(c3ccc(SC)cc3)C2)cc1OC	-12.4	6.9	-3.9	-1.7	5.3	100.0	-19.3	10.2	12.3	1.1
O=C1c2ccccc2C(=O)N1CCOCCN1C(=O)c2ccccc2C1=O	.	3.8	5.5	-0.6	-3.1	84.0	8.6	-2.1	-1.1	-0.1
COc1ccc(C2(CNC(=O)CCC(=O)O)CCCC2)cc1OC	-4.3	-2.6	?	-0.3	3.1	89.0	2.7	0.6	1.7	0.1
N/C(=N\OC(=O)CC1CCCCC1)c1ccncc1	-3.6	-0.9	-3.2	-1.5	-2.8	103.0	-4.7	0.3	-3.8	0.0

Screens from PubChem.

Rows were taken by chance. About 3.6% of those tested had a hit in this group.
